High-throughput results: PubChem, several laboratories
Tn6_DDE_FP: inhibitors of Tn6 peptide binding to human fibrin DD(E); P02675; Fibrin DD(E) TRITC-Tn6 fluorescence polarization displacement; inhibition, % at 8.3 µM; actives 0.21% (n = 370,000); AID 720509;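 active = inhibition above a per-campaign cutoff: mean of compounds within control limits plus 3 SD, cut at about 15% in these data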;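 note: 0% = median of all compound wells on the plate and 100% = blocking peptide control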
UHRF1_binding: blocks human UHRF1 binding to methylated DNA | Q96T88 | UHRF1 binding to methylated oligo, TR-FRET | inhibition, % at 4.4 µM | actives 0.75% (n = 370,000); in the data active = inhibition above about 21%;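 note: UHRF1 SRA domain binding a hemimethylated CpG hairpin DNA probe; 0% = median of test compound wells and 100% = reference inhibitor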
PLC-beta3_inh: PLC-beta3 (human) inhibition, primary screen; Q01970; actives 0.18% (n = 370,000); Purified PLC-beta3, fluorogenic substrate, fluorescence; inhibition, % at 12.2 µM; in the data active = inhibition above about 11%;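 note: 0% = median of compound wells on plate and 100% = full blocker control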
sPLA2-III_inh: Blocks human group III sPLA2 activity. AID 743126. actives 0.56% (n = 370,000). inhibition, % at 12.2 µM. Q9NZ20. QFRET BODIPY PC-A2 liposome hydrolysis, fluorescence;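 active = inhibition above mean plus 3 SD of compounds lying within the high and low control bounds, cut at about 19% in these data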;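 note: 0% = median of test compound wells and 100% = no enzyme DMSO wells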
ASAP1_inh: inhibitors of human ASAP1 ArfGAP activity. ASAP1-stimulated ARF1 GTP hydrolysis, GDP FP detection. inhibition, % at 16.5 µM. actives 0.19% (n = 360,000); in the data active = inhibition above about 25%;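 note: 0% = vehicle with enzyme and substrate and 100% = no enzyme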
PLC-gamma1_inh: blocks human PLC-gamma1 enzyme activity; P19174; purified PLC-gamma1, fluorogenic substrate, fluorescence; inhibition, % at 12.2 µM; actives 0.84% (n = 370,000); in the data active = inhibition above about 9.5%
proKLK7_act: activators of human kallikrein-7 zymogen. purified proKLK7, EDANS-DABCYL substrate fluorescence; 100% is mature enzyme control, 0% vehicle. activation, % at 7 µM. actives 0.9% (n = 370,000);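 active = activation above the mean of all tested compounds plus 3 SD, computed per campaign excluding outliers beyond control limits, cut at about 13% in these data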
ARFGAP1_inhibitor: inhibits rat ARF GTPase activating protein 1; Arfgap1-stimulated ARF1 GTP hydrolysis, GDP FP detection; inhibition, % at 16.5 µM; actives 0.26% (n = 360,000); AID 651572;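 active = inhibition above a per-plate limit, mean inhibition of low control wells plus 3 SD, cut at about 25% in these data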;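 note: 0% = DMSO wells with enzyme and 100% = wells lacking Arfgap1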
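System: truncated rat Arfgap1 GAP domain / Medium: HEPES-based buffer, pH 7.5 / Also added: N-terminally truncated human ARF1-GTP substrate / Incubation: enzyme reaction 120 min at 25 °C after 20 min preincubation / Measured by: FP of antibody-bound GDP Alexa 633 tracer, ex 620/em 688 nm / Replicates: singlicate, each compound tested once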
DDE_Tn7_FP_inh: disrupts Tn7 cyclic peptide binding to fibrin D-Dimer-E complex. actives 0.13% (n = 370,000). FP displacement of FITC-Tn7 peptide from fibrin DD(E); 0% = median of compound wells per plate. P02675. inhibition, % at 8.3 µM. AID 720508;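 active = inhibition above the mean of compounds falling within the control limits plus 3 SD of them, cut at about 14% in these data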;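 note: 0% = plate median of compound wells and 100% = 10 µM Aha-Tn7 peptide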
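Assay system: Fibrin-DD(E) protein isolated from polymerized human fibrin clots; read-out basis: percent inhibition; medium: Tris/NaCl/CaCl2 buffer, pH 7.8; signal: FP measurement; incubation: 10 min plus 3 h, room temperature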
Rev-erbA_mod: modulates human Rev-erb alpha binding to DNA; P20393; Rev-erbα–FITC-DNA binding, fluorescence polarization, 90 min; activity, % at 10 µM; actives 0.79% (n = 370,000); AID 1259318;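 active = activity above about 14%, limit read from the data; passing the limit was not always enough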;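 note: 0% = DMSO wells with 35 nM protein and 100% = DMSO wells with 750 nM protein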
Active calls of the source: *. An excerpt, so the mix of outcomes need not match the whole.

SMILES Tn6_DDE_FP UHRF1_binding PLC-beta3_inh sPLA2-III_inh ASAP1_inh PLC-gamma1_inh proKLK7_act ARFGAP1_inhibitor DDE_Tn7_FP_inh Rev-erbA_mod
CC[C@@H]1C(=O)OC[C@@H]1Cc1cncn1C -3.5 -2.4 3.7 -5.2 2.8 -0.6 -0.4 -6.1 -0.6 -9.4
